KCNQ1 block = inhibitors of human KCNQ1 channel, primary screen, cell-based, thallium flux, high-throughput; actives 1.3% (n = 310,000); CHO-K1 KCNQ1, FluxOR thallium flux fluorescence; stronger effect = higher value; B-score at 10 µM; AID 2642, 2010; Potassium voltage-gated channel subfamily KQT member 1 (Homo sapiens), P51787;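 active = compounds whose thallium flux B-score, printed positive for inhibition, exceeds three library SD while starting fluorescence stays within three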;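 also: channel opened by potassium depolarization with thallium stimulus after 20 min compound exposure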
Target sequence (P51787 whole entry, looked up): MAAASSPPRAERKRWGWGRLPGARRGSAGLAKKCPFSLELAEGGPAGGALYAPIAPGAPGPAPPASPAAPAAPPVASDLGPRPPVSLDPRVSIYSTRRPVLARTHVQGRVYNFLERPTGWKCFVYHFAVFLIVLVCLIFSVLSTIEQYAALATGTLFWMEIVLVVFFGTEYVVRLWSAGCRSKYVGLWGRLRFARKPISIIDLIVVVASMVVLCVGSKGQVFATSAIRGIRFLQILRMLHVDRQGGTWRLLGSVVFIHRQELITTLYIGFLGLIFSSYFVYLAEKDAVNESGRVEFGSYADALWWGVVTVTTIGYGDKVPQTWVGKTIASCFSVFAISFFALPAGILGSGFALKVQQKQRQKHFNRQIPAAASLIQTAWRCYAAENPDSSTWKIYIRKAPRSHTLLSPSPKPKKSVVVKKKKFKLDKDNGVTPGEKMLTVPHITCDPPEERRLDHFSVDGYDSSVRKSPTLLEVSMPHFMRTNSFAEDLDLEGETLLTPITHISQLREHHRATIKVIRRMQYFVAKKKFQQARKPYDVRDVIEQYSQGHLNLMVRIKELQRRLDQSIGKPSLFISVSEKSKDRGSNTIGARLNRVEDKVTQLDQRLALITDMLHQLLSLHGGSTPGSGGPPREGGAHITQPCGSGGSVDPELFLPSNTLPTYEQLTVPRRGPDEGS
KCNQ1 act = potentiators or activators of KCNQ1 channel, primary screen, cell-based, thallium flux, high-throughput | AID 2648, 2010 | B-score at 10 µM | actives 0.35% (n = 310,000) | CHO-K1 KCNQ1, thallium flux FluxOR fluorescence; stronger effect = higher value;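 active = fluorescence ratio B-score, a plate-corrected score, at least three library SD, with initial intensity B-score within 5 SD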
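Medium – assay buffer, equal DMSO in all wells · Material – CHO-K1 cell line with stable KCNQ1 potassium channel expression · Signal – kinetic FluxOR thallium fluorescence, 10-s 1-Hz baseline, 110-s post-stimulus read · Compound – single concentration per compound, DMSO matched to controls · Schedule – 37 °C overnight plating, 90-min dark dye load, 20-min compound pretreatment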
TMEM16A act = TMEM16A chloride channel activators or potentiators, primary screen, cell-based, HTS; B-score at 10 µM; actives 0.3% (n = 340,000); Anoctamin-1 (Mus musculus), Q8BHY3; HEK293 TMEM16A/YFP-H148Q/I152L, iodide quench fluorescence; stronger effect = lower value;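 active = fluorescence-ratio B-score plate-corrected deviation score at least 3 library SD below zero, with starting fluorescence score within 5 deviations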;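 also: channel opened by trigger with iodide after compound preincubation; score built on the fluorescence ratio of max minus min over baseline; more negative score means more quench and so TMEM16A activation or potentiation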
TMEM16A inh = TMEM16A chloride channel inhibitors, primary screen, cell-based, HTS. HEK293 TMEM16A/YFP iodide influx fluorescence, ionomycin. normalized B-score (activity score, 25-100; higher = stronger inhibition) at 10 µM. actives 1.2% (n = 310,000). AID 588511, 2011;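 active = ratio plate-corrected score three or more library SD toward inhibition, starting fluorescence score within five deviations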;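 also: score derived from kinetic fluorescence span divided by baseline fluorescence per well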
DYRK1A inh = rat Dyrk1A kinase inhibitors, primary screen, biochemical, single point, plate reader; ADP-Glo luminescence, NFATc1 peptide; AID 504441, 2011; inhibition, % at 12.5 µM; actives 0.43% (n = 310,000); in the data active = inhibition above about 50%;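 also: plate controls were vehicle with enzyme for no effect and no enzyme for full effect; many of its hits are not listed in these tables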
KCNK3 inh = human KCNK3 channel inhibitors, primary screen, CHO cells, FluxOR thallium flux, B-score. FluxOR fluorescence; stronger effect = lower value. AID 602410, 2012. actives 0.84% (n = 340,000). B-score at 10 µM. Potassium channel subfamily K member 3 (Homo sapiens), O14649;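 active = B-score under library mean minus 4 SD, starting fluorescence ratio at most library mean plus 5 SD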;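 also: more negative B-score means stronger inhibition of thallium flux through KCNK3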
hERG protect = hERG rescue from dofetilide block, primary screen, cell-based, CHO-hERG, FluxOR thallium flux, dofetilide IC70; actives 0.51% (n = 310,000); activation (rescue from dofetilide block), less the hit threshold, % at 10 µM; dofetilide IC70 present; AID 1511, 2009; Voltage-gated inwardly rectifying potassium channel KCNH2 (Homo sapiens), Q12809;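 active = activation above the mean of controls blocked by dofetilide plus 5 SD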;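 also: thallium influx through hERG after potassium depolarization seen as dye fluorescence rise; in these data hits start at about 4.7%; inactives centre near -7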
TRPC4 PAM = positive allosteric modulators of TRPC4, primary screen, cell-based, mouse TRPC4beta, HEK293 mu-opioid, Fluo-4 calcium; AID 2227, 2009; Short transient receptor potential channel 4 (Mus musculus), Q9QUQ5; DAMGO EC20, Fluo-4 Ca2+ flux; stronger effect = higher value; actives 0.42% (n = 310,000); B-score at 10 µM;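 active = B-score of calcium response area above 5 SD of library B-scores, with initial fluorescence ratio within 5 SD of library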;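 also: B-score of integrated fluorescence ratio over time as area under calcium response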
HDAC3 inh = HDAC3 deacetylase inhibitors, primary screen, biochemical, fluorescence, cell-free homogeneous. Histone deacetylase 3 (Homo sapiens), O15379. recombinant HDAC3, fluorogenic peptide/trypsin coupled. inhibition, % at 8.3 µM. actives 0.15% (n = 320,000); in the data active = inhibition above about 26%, passing the limit was not always enough
Target sequence (O15379 whole entry, looked up): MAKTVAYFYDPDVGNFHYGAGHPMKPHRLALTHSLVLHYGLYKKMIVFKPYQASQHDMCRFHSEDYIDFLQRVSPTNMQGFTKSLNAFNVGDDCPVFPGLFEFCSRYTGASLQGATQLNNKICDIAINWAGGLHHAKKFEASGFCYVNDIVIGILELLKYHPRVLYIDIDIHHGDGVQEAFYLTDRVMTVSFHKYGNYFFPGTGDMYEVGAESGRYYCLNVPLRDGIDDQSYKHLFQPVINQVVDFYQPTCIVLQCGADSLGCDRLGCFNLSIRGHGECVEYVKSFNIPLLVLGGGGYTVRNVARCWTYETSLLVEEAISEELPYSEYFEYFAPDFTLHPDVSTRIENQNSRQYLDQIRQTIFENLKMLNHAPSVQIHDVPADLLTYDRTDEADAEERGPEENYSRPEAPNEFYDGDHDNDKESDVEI
KCNK9 block = KCNK9 potassium channel inhibitors, primary screen, HEK293 cells, thallium flux | B-score at 10 µM | Potassium channel subfamily K member 9 (Homo sapiens), Q9NPC2 | FluxOR thallium flux fluorescence; stronger effect = lower value | actives 1.2% (n = 310,000) | AID 488922, 2010;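 active = ratio B-score over 3 SD below the library mean, with starting fluorescence within 5 SD of its mean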;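 also: negative B-score means less thallium flux so channel inhibition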
TRPC4 agonist = activators of mouse TRPC4 channel, primary screen, Fluo4 calcium, HEK293 TRPC4beta/mu-opioid cells; Fluo4 calcium fluorescence; stronger effect = higher value; B-score at 10 µM; actives 0.49% (n = 310,000); AID 2237, 2010;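 active = B-score above 5 SD of library B-scores, and initial fluorescence ratio not above library mean plus 5 SD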;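 also: positive B-score marks a calcium rise read as TRPC4 activation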
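System – HEK293 cells stably co-expressing mouse TRPC4beta and mu-opioid receptor · Signal – Fluo4 calcium-sensitive dye fluorescence, kinetic, 1 Hz baseline · Benchmarks – buffer (low) and maximal DAMGO (high) · Read-out – B score of integrated fluorescence ratio per well · Incubation – dye loading 45 min room temperature, 110 s kinetic read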
Active calls of the source: *; i = inactive; nt = no result given. Not all compounds are listed. The share of hits here may be higher or lower than overall.

SMILES | KCNQ1 block | KCNQ1 act | TMEM16A act | TMEM16A inh | DYRK1A inh | KCNK3 inh | hERG protect | TRPC4 PAM | HDAC3 inh | KCNK9 block | TRPC4 agonist
CCN(CC)S(=O)(=O)c1ccc2c(c1)c(=O)c(C(=O)NCCc1ccccc1)cn2C | i | i | i | i | -3 | i | -3 | i | -3 | i | i
Cc1cc(N)n(-c2ccc(S(=O)(=O)N3CCCC3)cc2[N+](=O)[O-])n1 | i | i | i | i | -8 | i | -12 | i | -5 | i | i
COc1cccc(-n2nnc3c(=O)n(Cc4ccccc4F)cnc32)c1 | i | i | i | i | -2 | i | -7 | i | 4 | i | i
COC(=O)C1CCN(C(=O)COC(=O)c2cccc(NS(=O)(=O)c3ccccc3)c2)CC1 | i | i | i | i | 1 | i | -12 | i | 0 | i | i
Cc1cc(Nc2nc(Cl)c(Cl)cc2Cl)n(-c2ccccc2)n1 | i | i | i | i | 6 | i | -5 | i | 1 | i | i
O=C(Cn1c(=O)[nH]c2ccccc2c1=O)N1CCN(c2cccc(Cl)c2)CC1 | i | i | i | i | -11 | i | 1 | i | -5 | i | i
O=C(CCN1C(=O)C2C3C=CC(C3)C2C1=O)Nc1ccccc1F (centres undefined) | i | i | i | i | 1 | i | -10 | i | -3 | i | i
Cc1nn(-c2ccc(Cl)c(Cl)c2)c(=O)c2ccccc12 | i | i | i | i | 9 | -11* | -3 | i | -1 | i | i
O=C(CSc1nnc(Cn2nnc3ccccc32)o1)N(Cc1ccc(F)cc1)c1ccccc1 | i | i | i | 25* | 1 | i | -21 | i | -3 | i | i
CN(C)N1C(N)=C(C#N)C(c2ccc(Br)cc2)C2=C1CCCC2=O (centres undefined) | i | i | i | i | -5 | i | -4 | i | 2 | i | i
c1ccc(-c2nnc(-c3ccccc3)nn2)cc1 | i | i | i | i | nt | i | 0 | i | -5 | i | i
CCOc1ccccc1NC(=O)Nc1cc(S(=O)(=O)N(C)C)ccc1C | i | i | i | i | 4 | i | -7 | i | -9 | i | i
C[C@@H]1CC[C@]2(O[C@@H](CCO)C[C@H](O)[C@H]2O)O1 | i | i | i | i | 2 | i | -5 | i | -1 | i | i
O=[N+]([O-])c1cccc(S(=O)(=O)Nc2cccc(-c3ccc(N4CCOCC4)nn3)c2)c1 | i | i | i | i | 1 | i | -10 | i | 1 | i | i
CCN(CC)S(=O)(=O)c1ccc(NS(=O)(=O)c2ccc(F)cc2)cc1 | i | i | i | i | -4 | i | -6 | i | 1 | i | i
O=c1cc(-c2ccccc2Cl)oc2cc(O)cc(O)c12 | i | i | i | i | 8 | i | -8 | i | 3 | i | i
O=C(COc1ccc(Br)cc1Br)NC(=O)NC1CCCC1 | i | i | i | i | 4 | i | -7 | i | 1 | i | i
CN(C)CCOc1ccccc1-c1ccccc1 | i | i | i | i | -2 | i | -10 | i | -1 | i | i
Cc1ccccc1CNc1nnnn1C | i | i | i | i | nt | i | -9 | i | -5 | i | i
Cc1ccc(NCC(=O)N/N=C/c2cccc(Oc3ccccc3)c2)cc1 | i | i | i | i | 15 | i | -4 | i | nt | i | i
Nc1nncn1C(=O)CCCOc1ccc(Cl)cc1Cl | i | i | i | i | 1 | i | -11 | i | 1 | i | i
CCn1cc(C(=O)N2CC(C)CC(C)C2)c(=O)c2cc(S(=O)(=O)N3CCCC3)ccc21 (centres undefined) | i | i | i | i | -1 | i | -1 | i | -1 | i | i
Cn1c(C(=O)N2CCCC(Nc3ccc(F)cc3)C2)cc2ccccc21 (centres undefined) | i | i | i | i | 3 | i | -8 | i | 3 | i | i
Clc1cc(Br)ccc1OCCCNCc1ccccc1 | 7* | i | i | i | -1 | i | -11 | i | 9 | i | 75*
COCCNc1nc(-n2nc(C)cc2C)nc2sc3c(c12)CCCC3 | i | i | i | i | 5 | i | -9 | i | -47 | i | i

The final 2 records of the part above lead into the next:
SMILES | KCNQ1 block | KCNQ1 act | TMEM16A act | TMEM16A inh | DYRK1A inh | KCNK3 inh | hERG protect | TRPC4 PAM | HDAC3 inh | KCNK9 block | TRPC4 agonist
Clc1cc(Br)ccc1OCCCNCc1ccccc1 | 7* | i | i | i | -1 | i | -11 | i | 9 | i | 75*
COCCNc1nc(-n2nc(C)cc2C)nc2sc3c(c12)CCCC3 | i | i | i | i | 5 | i | -9 | i | -47 | i | i
O=C(OC1Cn2c(=O)ccc(=O)n2C1)c1ccc([N+](=O)[O-])cc1 | i | i | i | i | -5 | i | -8 | i | -4 | i | i
COc1ccc(C(=O)N2CCC(C(=O)NC3CC3)CC2)cc1 | i | i | i | i | 2 | i | -2 | i | 0 | i | i
COc1cc(C(=O)Nc2ccc(N3CCOCC3)cc2)ccc1OCc1c(C)noc1C | i | i | i | i | 12 | i | -4 | i | 8 | i | i
Clc1cc(Br)ccc1OCCOCCOc1cccc2cccnc12 | i | i | i | i | -5 | i | -2 | i | 0 | i | i
N#C/C(=C/c1ccc(OCc2ccccc2)cc1)C(=O)NC1CCCCC1 | i | i | i | i | -1 | i | -12 | i | -2 | i | i
COc1ccc(N2CC(C(=O)N/N=C/c3ccc([N+](=O)[O-])cc3)CC2=O)cc1 (centres undefined) | i | i | i | i | 4 | i | -4 | i | 2 | i | i
O=C(Cn1nnc(-c2cccs2)n1)N1CCOCC1 | i | i | i | i | nt | i | -7 | i | 0 | i | i
COc1ccc(CC(=O)N(c2ccccc2)c2nc(C)cs2)cc1 | i | i | i | i | -5 | i | -11 | i | 1 | i | i
CC12CCC(C(=O)NCCCN3CCOCC3)(OC1=O)C2(C)C (centres undefined) | i | i | i | i | -7 | i | -15 | i | 5 | i | i
CCOC(=O)N1CCC(N2CC34C=CC(O3)C(C(=O)Nc3ccc(F)cc3)C4C2=O)CC1 (centres undefined) | i | i | i | i | 15 | i | -5 | i | 6 | i | i
CCN(CC)c1ccc(/C=N/N2CCN(Cc3ccccc3)CC2)c(O)c1 | i | i | i | i | 0 | i | -11 | i | 3 | i | i
COc1ccc(/C=C2\SC(=S)N(CC(=O)N(C)C3CCS(=O)(=O)C3)C2=O)cc1 (centres undefined) | i | i | i | i | 6 | i | -11 | i | 4 | i | i
CC(C)(C)SCCNS(=O)(=O)c1ccc(Cl)cc1 | i | i | i | i | -3 | i | -7 | i | 4 | i | i
CC(C)c1ccc(NS(=O)(=O)c2ccc3c(c2)NC(=O)CO3)cc1 | i | i | i | i | -1 | i | -8 | i | nt | i | i
COc1ccccc1C1NC(=O)CS1 (centres undefined) | i | i | i | i | 4 | i | -1 | i | 1 | i | i
CCN(CC)c1c([N+](=O)[O-])ncn1C | i | i | i | i | 5 | i | -3 | i | 0 | i | i
COc1ccc(-c2nc3cc([N+](=O)[O-])ccc3o2)cc1 | i | i | i | i | -1 | i | -11 | i | -8 | i | i
O=C(Nc1nnc(C2CC2)s1)C1CCCO1 (centres undefined) | i | i | i | i | nt | i | -14 | i | -7 | i | i
COc1cc2c(cc1OC)C(C)N(C(=O)CCN1C(=O)C3C4C=CC(C4)C3C1=O)CC2 (centres undefined) | nt | nt | i | i | -3 | i | nt | nt | 5 | nt | nt
O=C(CCNC(=O)Cn1ccc2ccccc2c1=O)NCCc1ccccc1Cl | i | i | i | i | -8 | i | -2 | i | -7 | i | i
N#C/C(=C/c1cn[nH]c1-c1cccc(Br)c1)C(=O)O | i | i | i | i | 31 | i | -8 | i | nt | i | i
COc1ccccc1N1CCN(S(=O)(=O)c2ccccc2)CC1 | i | i | i | i | 1 | i | -11 | i | -4 | i | i
Cc1ccc2cc(CN(CCN(C)C)C(=S)Nc3ccccc3)c(=O)[nH]c2c1C | 7* | i | i | i | nt | i | 12* | i | 5 | i | i
CN(C)S(=O)(=O)c1ccc(C(=O)OCCn2cnc3c2c(=O)n(C)c(=O)n3C)cc1 | i | i | i | i | 7 | i | -4 | i | 3 | i | i
O=C(COc1cccc(C(F)(F)F)c1)NNC(=O)Cn1c(=O)cnc2ccccc21 | i | i | i | i | nt | i | -7 | i | 2 | i | i
SMILES | KCNQ1 block | KCNQ1 act | TMEM16A act | TMEM16A inh | DYRK1A inh | KCNK3 inh | hERG protect | TRPC4 PAM | HDAC3 inh | KCNK9 block | TRPC4 agonist
Cc1ccccc1NS(=O)(=O)c1ccc(C(=O)N2CCCCCCC2)cc1 | i | i | i | i | 9 | i | -14 | i | 5 | i | i
COc1ccc(-c2cccc(C3CC=CC4C3C(=O)N(Cc3ccccc3)C4c3ccc(OC)c(Cl)c3)c2)cc1 (centres undefined) | i | i | i | i | -8 | i | -18 | i | -11 | i | i
O=[N+]([O-])c1cnccc1Nc1cccc(F)c1 | i | i | i | i | -2 | i | -11 | i | 2 | i | i
COc1cc(C(C)=O)ccc1Oc1ncccn1 | i | i | i | i | -1 | i | -6 | i | 1 | i | i
CC(C)Cc1cc(C(=O)Nc2ccc3c(c2)OCO3)no1 | i | i | i | i | 0 | i | -9 | i | 2 | i | i
Cc1ncc([N+](=O)[O-])n1CCOC(=O)c1ccc(Cl)cc1Cl | i | i | i | i | 3 | i | -5 | i | -2 | i | i
O=C(CSc1nc2ccccc2c(=O)n1CCCN1CCOCC1)c1c[nH]c2ccccc12 | i | i | i | i | 3 | i | -24 | i | 6 | i | i
Cc1ncc(CO)c2cc(S(=O)(=O)c3ccc(F)cc3)c(=O)oc12 | i | i | i | i | -2 | i | -6 | i | 0 | i | i
COc1ccccc1/C=C/C=N/n1c(C2CCCCC2)n[nH]c1=S | i | i | i | i | -2 | i | -3 | i | 0 | i | i
N#CC1=C(N)N(c2ccccc2)C2=C(C(=O)CCC2)C1c1cccs1 (centres undefined) | i | i | i | i | 4 | i | -5 | i | -1 | i | i

From PubChem BioAssay
